Hsp70 activator: Hsp70 transcriptional activation, primary screen | HeLa Hsp70 promoter luciferase reporter, luminescence; scaled: vehicle 0, proteasome-inhibitor control 100% | activation, % at 10 µM | 200,000 tested, 0.04% active | AID 1203;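 active means activation above the mean across all tested compounds plus 3 SD, cutoff set per campaign, cut at about 5.5% in these data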;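 further: 100% = MG132 at 30 µM as the positive control and 0% = DMSO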
STAT1 inh: inhibitors of IFN-gamma induced STAT1 signaling; NIH 3T3 STAT1-luciferase reporter, luminescence; inhibition, % at 5.5 µM; 200,000 tested, 0.35% active; AID 920;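 active means inhibition above a set limit, the mean inhibition across all tested compounds plus 3 SD, cut at about 34% in these data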;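 further: 0% = IFN-gamma with DMSO and 100% = IFN-gamma with 300 µM nifuroxazide; values of inactives mirror those of a sister screen read the other way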
NF-kB neuron act: raises NF-kB expression in human neuronal cells. NF-kB reporter expression; hits give high values. fold change at 12.5 µM. 190,000 tested, 1.6% active. AID 1239; in the data active means fold change above about 3.3
FLuc inh counter: counter-screen for luciferase assay inhibitors: firefly luciferase inhibition; ATPLite firefly luciferase biochemical luminescence, 10 min; inhibition, % at 10 µM; P08659; 200,000 tested, 1.5% active; AID 1006;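 active means inhibition above about 50% when tested at 10 µM, limit read from the data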
Target sequence (P08659 whole entry, looked up): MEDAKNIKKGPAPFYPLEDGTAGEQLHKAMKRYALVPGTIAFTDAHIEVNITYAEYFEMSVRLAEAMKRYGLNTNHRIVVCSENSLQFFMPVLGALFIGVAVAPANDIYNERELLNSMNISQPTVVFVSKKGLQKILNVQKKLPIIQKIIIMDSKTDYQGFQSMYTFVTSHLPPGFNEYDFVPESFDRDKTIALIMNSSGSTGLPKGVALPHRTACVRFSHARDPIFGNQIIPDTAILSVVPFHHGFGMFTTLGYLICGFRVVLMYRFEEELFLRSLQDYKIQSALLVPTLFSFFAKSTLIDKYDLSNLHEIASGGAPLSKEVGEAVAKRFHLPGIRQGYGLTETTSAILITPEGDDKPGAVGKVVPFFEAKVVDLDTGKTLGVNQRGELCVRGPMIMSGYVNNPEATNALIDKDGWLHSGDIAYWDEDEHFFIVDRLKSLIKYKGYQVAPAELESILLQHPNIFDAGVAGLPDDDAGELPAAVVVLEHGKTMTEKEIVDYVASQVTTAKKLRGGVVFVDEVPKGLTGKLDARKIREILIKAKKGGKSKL
APP 5'UTR act: APP 5'UTR luciferase reporter activation; SH-SY5Y APP 5'UTR luciferase reporter, luminescence; zero percent = DMSO vehicle wells; activation, % at 2 µM; 190,000 tested, 1% active;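 active means activation above a set limit, based on mean plus 3 SD of controls, cut at about 140% in these data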; further: values of inactives mirror those of a sister screen read the other way
STAT3 act: increases IL-6 driven STAT3 reporter signal; U3A cells, IL-6 STAT3-luciferase reporter, luminescence; 100% = signal with IL-6 EC80 alone; activation (% of control), % at 5.6 µM; 190,000 tested, 0.91% active;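 active means activation above the screen-wide mean of compound activation plus 3 SD, cut at about 130% in these data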;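 further: 0% = background luminescence of wells with medium and substrate only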
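Material: STAT3-luciferase reporter U3A cells. Controls: IL-6-treated wells, 100% activation. Read-out: % activation versus median of IL-6-stimulated wells. Probe or stimulus: IL-6 stimulus at 33 ng/mL final. Timing: compound 1 h, then IL-6 6 h at 37 °C. Signal: reporter luminescence signal.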
RAM network inh: blocks the yeast RAM network | 190,000 tested, 1.8% active | AID 868 | S. cerevisiae dse1pr::URA3 reporter, 5-FOA growth OD615, 2 d; analog-sensitive cbk1-as2 kinase mutant strain | inhibition, % at 50 µM;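 active means inhibition above a set limit, 3 SD over mean compound inhibition, cut at about 8.4% in these data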;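 further: 0% = DMSO-only wells with no growth and 100% = 10 µM 1-NA-PP1 full growth; inhibition rescues growth on 5-FOA so higher OD means more RAM inhibition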
STAT1 act: activators of IFN-gamma induced STAT1 signaling; NIH 3T3 STAT1-luciferase reporter, luminescence; 100% = IFN-gamma alone, no compound; activation (% of control), % at 5.5 µM; 200,000 tested, 2.6% active; AID 932;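 active means activation above the screen-wide mean activation plus 3 SD, cut at about 130% in these data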;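 further: raw ratio to IFN-gamma control signal so 100% means no change and 0% no light; values of inactives mirror those of a sister screen read the other way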
APP 5UTR inh: APP translation inhibition | SH-SY5Y APP 5'UTR-luciferase reporter, luminescence | inhibition, % at 2 µM | 190,000 tested, 0.82% active | AID 1285;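 active means inhibition above a set limit, derived from the sample mean plus 3 SD, cut at about 45% in these data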; further: values of inactives mirror those of a sister screen read the other way
STAT3 blocker: inhibitors of IL-6 induced STAT3 signaling. inhibition, % at 5.5 µM. 190,000 tested, 0.89% active. U3A cells, IL-6 STAT3-luciferase reporter, luminescence; host cell line lacks STAT1;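 active means inhibition above the mean inhibition across all screened compounds plus 3 SD, cut at about 44% in these data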;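 further: 0% = DMSO only wells and 100% = 100 µM nifuroxazide control wells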
* = called active by the depositor; . = not tested or not shown.

SMILES | Hsp70 activator | STAT1 inh | NF-kB neuron act | FLuc inh counter | APP 5'UTR act | STAT3 act | RAM network inh | STAT1 act | APP 5UTR inh | STAT3 blocker
COC(=O)c1ccccc1NC(=O)Nc1ccc(Br)cn1 | -0.1 | -7.6 | 1.52 | -11.7 | 22.8 | 91.7 | 2.5 | 107.7 | -22.8 | 11.8
CC(C)CN(CC(C)C)C(=O)COc1ccccc1C(N)=O | -0.2 | -7.8 | 1.53 | -2.2 | 0.3 | 99.4 | 1.6 | 105.4 | -0.3 | 11.0
O=S(=O)(Nc1nc2cc3c(cc2nc1Cl)OCCO3)c1ccccc1 | 0.0 | -3.0 | 0.76 | 0.7 | 0.5 | 97.0 | 0.2 | 102.3 | -0.5 | 5.8
O=C1c2ccccc2C(Nc2ccc3c(c2)OCCO3)N1Cc1ccccc1 (configuration not stated) | . | . | 0.48 | -6.8 | -7.5 | . | 0.5 | . | 7.5 | .
CCCn1cnc2cc(NCc3ccccn3)ccc21 | . | . | 1.35 | 39.4 | 118.0 | . | -0.2 | . | -118.0 | .
O=C(COc1ccccc1[N+](=O)[O-])NC1CC1 | -0.1 | 6.9 | 1.17 | -8.2 | 9.2 | 101.1 | 1.2 | 92.9 | -9.2 | 1.0
COc1ccc(S(=O)(=O)NNC(=O)c2sccc2-n2cccc2)cc1 | -0.2 | -10.8 | 1.17 | -3.6 | 10.1 | 93.4 | 2.9 | 110.0 | -10.1 | 10.3
COc1ccc(NC(=O)CN(C2CCCCC2)S(C)(=O)=O)cc1Cl | -0.1 | 2.8 | 0.74 | -5.0 | -2.9 | 101.6 | 1.1 | 97.5 | 2.9 | 1.6
O=C(CCCNS(=O)(=O)c1cccc2nsnc12)NCc1ccc(Cl)cc1 | 0.3 | 8.6 | 1.11 | -1.7 | 8.0 | 100.0 | 1.6 | 92.2 | -8.0 | 5.1
CC(=O)NCc1ccc(S(=O)(=O)N/N=C/c2ccc(Br)cc2)cc1 | -0.3 | 5.0 | 0.89 | -0.6 | 12.2 | 102.5 | -0.3 | 95.5 | -12.2 | 0.8
O=c1c2[nH]c3cccc(Cl)c3c2ncn1Cc1ccncc1 | -0.2 | -3.2 | 1.01 | -10.5 | 13.6 | 91.4 | 1.3 | 102.9 | -13.6 | 12.5
CNC(=O)C1(C)C=CCN1C(=O)c1ccccc1 (configuration not stated) | -0.5 | 3.9 | 1.04 | -7.2 | 13.3 | 97.2 | 1.1 | 96.5 | -13.4 | 0.5
Clc1ccccc1-c1nn2c(-c3ccncc3)nnc2s1 | -0.1 | 1.5 | 0.46 | -6.4 | -0.2 | 95.0 | 2.1 | 98.6 | 0.2 | 10.8
CCN1C(=O)/C(=C\N2CCOCC2)SC1=S | -0.1 | -5.0 | 1.05 | -2.4 | 8.0 | 103.7 | 0.6 | 104.6 | -8.1 | 0.2
Cc1ccc(-n2c(C)nn(CC#N)c2=O)cc1 | 0.3 | 1.9 | 1.23 | 0.6 | -1.2 | 101.7 | -0.1 | 97.9 | 1.2 | 1.9
CCC(C)(C(=O)NC1CCCCC1)N(Cc1ccco1)C(=O)c1ccccn1 (configuration not stated) | -0.3 | -2.7 | 0.96 | -3.9 | 1.1 | 96.3 | 1.6 | 102.5 | -1.1 | 10.0
CC(C)c1c(C#N)c(N)nc(SCC(=O)c2cc3ccccc3oc2=O)c1C#N | -0.3 | -3.1 | 1.13 | -5.1 | -2.4 | 108.1 | 5.4 | 101.8 | 2.4 | -2.9
Cc1ccc(S(=O)OCC(=O)Nc2cc(Cl)ccc2N2CCOCC2)cc1 (configuration not stated) | -0.3 | 1.9 | 0.91 | -6.0 | 25.3 | 104.8 | 2.7 | 97.8 | -25.3 | -3.5
O=C(O)Cn1c2c(c3ccccc31)CCCC2 | -0.2 | -12.4 | . | -3.7 | 121.8 | 111.6 | 0.1 | 110.4 | -78.7 | -7.0
Cc1ccc(S(=O)(=O)N2CCCC2C(=O)N(C)Cc2cccs2)cc1 (configuration not stated) | 0.0 | 7.7 | 1.13 | 3.7 | 14.2 | 96.4 | 0.1 | 93.1 | -14.2 | 11.8
CCn1c(-c2cc(-c3cc(OC)ccc3OC)nc3ccccc23)n[nH]c1=S | -0.3 | 0.4 | 1.76 | -5.5 | -2.6 | 101.0 | 1.4 | 99.6 | 2.6 | -2.8
CC(OC(=O)c1nsc(Cl)c1Cl)C(=O)NC(C)(C)C (configuration not stated) | -0.4 | 7.9 | 1.43 | -7.6 | 9.2 | 97.7 | -0.4 | 92.7 | -9.3 | 3.8
Cc1c(N=c2scc(-c3ccccc3)n2C)c(=O)n(-c2ccccc2)n1C | -0.1 | -3.4 | 1.02 | -3.0 | 15.6 | 101.0 | -0.1 | 101.1 | -15.6 | 5.2
CC(C)(C)NC(=O)CN(C(=O)c1csnn1)c1cccc2c1CCCC2 | -0.3 | 8.5 | 1.28 | -1.7 | -6.0 | 100.0 | 0.9 | 90.4 | 6.0 | 6.4
CCOc1cccc(OCCOc2ccccc2[N+](=O)[O-])c1 | 0.1 | -27.0 | 1.87 | 1.8 | 31.8 | 96.6 | 3.1 | 124.7 | -31.8 | 10.1
CC(=O)N(c1ccc(Cl)cc1)c1cn(C(C)=O)c2ccccc12 | -0.1 | -1.8 | 0.69 | -3.0 | 15.1 | 107.1 | 1.5 | 100.7 | -15.1 | -0.5
CC(C)C(=O)OCC(=O)NCc1ccccc1Cl | 0.0 | 1.1 | 1.13 | 21.8 | -20.8 | 101.7 | 0.6 | 98.3 | 20.8 | 0.3
Cc1ccc(S(=O)(=O)NCCNC(=O)c2cc(OCC(F)(F)F)ccc2OCC(F)(F)F)cc1 | -0.4 | 6.3 | 1.6 | 2.4 | 8.2 | 104.5 | 5.4 | 94.3 | -8.2 | -5.3
COc1cccc(S(=O)(=O)NCc2ccc(C(=O)NCC3CCCO3)cc2)c1 (configuration not stated) | -0.1 | -9.9 | 1.03 | -1.7 | -2.6 | 96.6 | 0.2 | 109.1 | 2.6 | 9.6
Cc1ccc(C(=O)NNC(=O)C(C)Sc2nc(N)cc(N)n2)cc1 (configuration not stated) | 0.0 | -3.7 | 1.08 | 0.5 | -10.8 | 110.8 | 1.7 | 103.3 | 10.8 | -8.4
CCCCCC(C(=O)O)C(C)CC(=O)NC1CCCCC1 (configuration not stated) | 0.1 | 3.5 | 1.06 | -3.1 | -4.2 | 100.8 | -0.9 | 96.8 | 4.2 | 4.0
COc1ccc(C2=NN(S(C)(=O)=O)C(c3cccs3)C2)cc1 (configuration not stated) | 0.6 | -48.5 | 3.94* | 4.1 | 110.1 | 119.2 | -0.5 | 142.7* | -110.1 | -14.3
Cc1occc1-c1nnc(SCC(=O)Nc2ccccn2)o1 | 0.5 | -3.8 | 2.2 | -7.8 | 98.6 | 91.2 | 0.4 | 102.1 | -98.6 | 12.8
CNC(=S)NCCc1cc2c(OC)ccc(OC)c2[nH]c1=O | 1.3 | -1.8 | 1.15 | -8.8 | 5.2 | 88.8 | 3.7 | 101.5 | -5.2 | 17.4
O=C(CNCC1CCCO1)N1CCCc2ccccc21 (configuration not stated) | -0.3 | -5.0 | 1 | -7.7 | -2.8 | 98.9 | 0.4 | 104.6 | 2.8 | 4.8
CCN(/N=C/C=C/c1ccccc1)c1cc(=O)n(C)c(=O)[nH]1 | -0.2 | 0.4 | 0.95 | -8.1 | 0.9 | 84.7 | 1.9 | 99.7 | -0.9 | 20.5
Cc1occc1C(=O)NN=C1C2CC3CC(C2)CC1C3 | 0.4 | -61.0 | 2.49 | -4.8 | 154.1* | 118.0 | 1.6 | 149.6* | -154.1 | -18.2
Cn1c(/C=N/n2cnnc2)nc2ccccc21 | -0.3 | 2.5 | 0.91 | -6.1 | -14.6 | 96.7 | 3.5 | 97.7 | 14.6 | 3.4
O=C(COc1ccc(Br)cc1CO)Nc1ccccc1 | -0.5 | -13.2 | 1.59 | -0.7 | 6.0 | 96.4 | 0.3 | 111.8 | -6.0 | 8.0
CCOC(=O)c1cc(NC(=O)COc2ccc([N+](=O)[O-])cc2)cc(C(=O)OCC)c1 | -0.3 | 5.4 | 0.9 | -6.5 | 0.2 | 95.8 | 1.4 | 95.3 | -0.2 | 7.7
Cc1ccc(CNc2nc(C)nc3sc4c(c23)CCC4)cc1 | -0.2 | 20.6 | 1.01 | -1.3 | -5.0 | 75.1 | 3.5 | 81.4 | 5.0 | 34.4
CC(C)(C)N(C(=O)Cn1nnc(-c2ccc(F)cc2)n1)C(C(=O)NC1CCCC1)c1ccncc1 (configuration not stated) | -0.4 | -2.9 | 1.06 | 0.2 | -6.1 | 101.5 | 3.4 | 104.5 | 6.1 | 2.0
CCOc1cccc2cc(C(C)=O)oc12 | 0.1 | 2.8 | 1.04 | -1.1 | 18.5 | 105.6 | 0.9 | 95.8 | -18.5 | 4.6
O=C(O)C1C(=O)NCC1c1ccccc1 (configuration not stated) | -0.2 | -5.3 | 1.18 | -6.4 | 4.1 | 93.5 | 0.8 | 104.6 | -4.1 | 12.8
c1ccc2c(NC3CCCC3)nnc(NC3CCCC3)c2c1 | -0.1 | 0.1 | 1.39 | -11.7 | -2.7 | 91.1 | -1.2 | 99.9 | 2.7 | 15.7
COc1ccc(-c2cc(C#N)nc(N3CCN(c4ccccc4)CC3)n2)cc1 | -0.2 | 0.3 | 0.58 | -7.1 | 6.6 | 89.9 | 4.8 | 102.3 | -6.6 | 19.6
Cc1ccc(C(=O)CSc2nc3c([nH]2)c(=O)n(C)c(=O)n3C)cc1 | -0.3 | 0.4 | 1.59 | -5.2 | 14.0 | 103.5 | 6.2 | 101.3 | -14.0 | 1.0
O=S1(=O)C=C(SCc2ccc(F)cc2)Nc2ccccc21 | -0.2 | 1.7 | 1.07 | -4.6 | -1.3 | 94.6 | 1.6 | 98.7 | 1.3 | 14.9
O=C(Cn1nc(CNc2ccc(Cl)cc2)[n+]2c1CCCCC2)c1ccc(Br)cc1 | -0.1 | -8.9 | 0.9 | -6.5 | 13.4 | 106.1 | 1.1 | 108.1 | -13.4 | -3.4
COc1cccc(-c2noc(CCC(=O)NCC3CCCO3)n2)c1 (configuration not stated) | -0.2 | 7.8 | 0.97 | -1.0 | 16.0 | 91.9 | 1.3 | 91.1 | -16.0 | 14.5
CCCCCn1c(N(C)Cc2ccccc2)nc2c1c(=O)[nH]c(=O)n2C | 0.1 | -2.0 | 0.73 | 0.5 | 0.8 | 112.6 | 1.0 | 101.8 | -0.8 | -6.0
NC(=O)COc1ccc2oc(-c3ccccc3)cc(=O)c2c1 | -0.3 | 4.9 | 1.06 | 56.2* | 40.3 | 94.7 | 3.5 | 94.5 | -40.3 | 8.0

Quoted at random: 3 entries already listed.
SMILES | Hsp70 activator | STAT1 inh | NF-kB neuron act | FLuc inh counter | APP 5'UTR act | STAT3 act | RAM network inh | STAT1 act | APP 5UTR inh | STAT3 blocker
NC(=O)COc1ccc2oc(-c3ccccc3)cc(=O)c2c1 | -0.3 | 4.9 | 1.06 | 56.2* | 40.3 | 94.7 | 3.5 | 94.5 | -40.3 | 8.0
CCOc1cccc2cc(C(C)=O)oc12 | 0.1 | 2.8 | 1.04 | -1.1 | 18.5 | 105.6 | 0.9 | 95.8 | -18.5 | 4.6
Cc1ccc(C(=O)CSc2nc3c([nH]2)c(=O)n(C)c(=O)n3C)cc1 | -0.3 | 0.4 | 1.59 | -5.2 | 14.0 | 103.5 | 6.2 | 101.3 | -14.0 | 1.0
